Source: PubChem BioAssay
NPYLR7 agonist: mosquito NPYLR7 agonism; HEK293T NPYLR7/Galpha15, GCaMP6s calcium fluorescence; activation, % at 10 µM; 270,000 compounds, 0.15% hits; AID 1259423; in the data active means activation above about 40%;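 further: 0% = vehicle and 100% = reference agonist at the receptor; some compounds past the cut are filed as inactive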
hcGAS lum: blocks human cGAS activity. recombinant h-cGAS, ATP depletion, Kinase-Glo luminescence. AID 1259398. Q8N884. inhibition, % at 12.5 µM. 290,000 compounds, 0.081% hits;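 further: 0% = vehicle reaction and 100% = reaction without DNA for no activity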
Target sequence (Q8N884 whole entry, looked up): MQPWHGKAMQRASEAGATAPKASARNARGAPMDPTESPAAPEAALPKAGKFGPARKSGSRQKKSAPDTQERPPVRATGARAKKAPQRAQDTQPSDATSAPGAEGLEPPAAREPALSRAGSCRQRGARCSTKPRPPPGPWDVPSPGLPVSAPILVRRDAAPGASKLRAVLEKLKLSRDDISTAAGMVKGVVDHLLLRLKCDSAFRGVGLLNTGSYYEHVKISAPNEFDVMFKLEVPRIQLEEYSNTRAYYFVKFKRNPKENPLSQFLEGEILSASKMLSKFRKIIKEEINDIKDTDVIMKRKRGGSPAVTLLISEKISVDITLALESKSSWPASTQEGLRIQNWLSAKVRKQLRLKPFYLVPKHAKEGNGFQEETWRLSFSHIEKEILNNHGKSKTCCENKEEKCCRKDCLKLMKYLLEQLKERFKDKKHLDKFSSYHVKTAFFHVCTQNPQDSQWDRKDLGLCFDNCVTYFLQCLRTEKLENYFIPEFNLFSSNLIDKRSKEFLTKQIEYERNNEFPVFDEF
mcGAS lum: mouse cGAS inhibition by luminescence; inhibition, % at 12.5 µM; recombinant cGAS, Kinase-Glo ATP depletion luminescence; Q8C6L5; AID 1259399; 160,000 compounds, 0.15% hits;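 further: 0% = negative control wells and 100% = reference inhibitor with no enzyme activity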
Active calls of the source: *; . = not tested or not shown. Unless noted, no stated cut-off is given here; in the data, active means inhibition above about 40%; inactive means the rest.

The first 7 entries (preview)
SMILES | NPYLR7 agonist | hcGAS lum | mcGAS lum
CN(C(=O)c1ccc(Br)o1)C1CCS(=O)(=O)C1 (configuration not stated) | -6 | -5 | .
COc1ccc(Cl)cc1-n1c(C)cc(C(=O)OC(C)C(N)=O)c1C (configuration not stated) | 10 | -5 | -6
CCOC(=O)N1CCN(S(=O)(=O)c2cccs2)CC1 | 1 | -1 | .
Cc1cnc(CN(C)C(=O)c2cc(COc3ccccc3F)[nH]n2)[nH]1 | 13 | -4 | .
C=CCN(CC(=O)N1CCc2sccc2C1c1ccccc1C)C(=O)c1ccc(F)cc1 (configuration not stated) | 2 | -10 | -6
COc1cccc(OCC(=O)NCCN2CCn3cc(OC)c(=O)cc3C2=O)c1 | -1 | -1 | .
CCCCN(C)C(=O)c1cc(-c2ccc(C)s2)[nH]n1 | 5 | -8 | .

This part in full, from the first entry:
SMILES | NPYLR7 agonist | hcGAS lum | mcGAS lum
CN(C(=O)c1ccc(Br)o1)C1CCS(=O)(=O)C1 (configuration not stated) | -6 | -5 | .
COc1ccc(Cl)cc1-n1c(C)cc(C(=O)OC(C)C(N)=O)c1C (configuration not stated) | 10 | -5 | -6
CCOC(=O)N1CCN(S(=O)(=O)c2cccs2)CC1 | 1 | -1 | .
Cc1cnc(CN(C)C(=O)c2cc(COc3ccccc3F)[nH]n2)[nH]1 | 13 | -4 | .
C=CCN(CC(=O)N1CCc2sccc2C1c1ccccc1C)C(=O)c1ccc(F)cc1 (configuration not stated) | 2 | -10 | -6
COc1cccc(OCC(=O)NCCN2CCn3cc(OC)c(=O)cc3C2=O)c1 | -1 | -1 | .
CCCCN(C)C(=O)c1cc(-c2ccc(C)s2)[nH]n1 | 5 | -8 | .
Cc1ccc(Cl)c2sc(N3CCN(C(=O)C4CCCN4S(C)(=O)=O)CC3)nc12 (configuration not stated) | 0 | 2 | .
O=S(=O)(c1ccc2c(c1)CCCC2)N1CCCC1c1cccnc1 (configuration not stated) | 2 | -5 | .
C=CCCC(O)CN(CCN1CCOCC1)Cc1ccc(C)s1 (configuration not stated) | -9 | -1 | -2
CC(C)CC(=O)NNC(=O)c1cnn(-c2ccccc2)c1C(C)C | 11 | -3 | .
N#Cc1c(Cl)nsc1NC1CC(=O)N(Cc2ccccc2)C1 (configuration not stated) | 10 | -10 | .
O=C1CCC2(CCCO2)CCN1Cc1nccn1Cc1ccccc1 (configuration not stated) | 22 | -5 | -17
COc1ccccc1N1CC(c2nc3ccccc3n2Cc2ccccc2F)CC1=O (configuration not stated) | 3 | -6 | -2
CCCCCCCCC(=O)N(CC(=O)N1CCc2sccc2C1c1ccc(Cl)cc1Cl)CC1CCCO1 (configuration not stated) | 17 | -7 | -7
CCn1nnc2c(=O)n(Cc3cccc4ccccc34)cnc21 | 1 | -3 | .
CC(=O)Nc1ccc(CN2CCC2(C)C(=O)Nc2ccc(Cl)c(Cl)c2)cc1 (configuration not stated) | 7 | -11 | .
Cc1ccc(-n2c(SCc3ccc(F)cc3)nnc2C(C)NS(=O)(=O)c2cc(Cl)ccc2Cl)cc1 (configuration not stated) | -2 | -2 | -5
COCC(=O)N1CCN(C(=O)c2cc(-c3ccc(Cl)cc3)n(-c3cccc(F)c3)c2C)CC1 | -10 | -13 | -5
C=C(C)CN1C(=O)NC(CC)(C2CCN(C(=O)c3ccc(N4CCCCC4)cc3)CC2)C1=O (configuration not stated) | 20 | -8 | -11
COc1ccc(OCC(O)CN(CCC(C)C)Cc2cccn2Cc2ccc(F)cc2)cc1 (configuration not stated) | -6 | -6 | -3
O=C(CCc1ccc(-c2ccccc2)o1)NC1=NC(=O)c2ccccc21 | 5 | -8 | -13
Nc1ccc(SCc2ccccc2)cn1 | -4 | -9 | -15
Cc1cc(CN2CCCC2)ccc1Oc1ccc(C(=O)N2CCCCC2)cn1 | 5 | -8 | .
CCc1nc(NC(=O)NCCc2ccccn2)nn1C | 2 | -3 | .
CCNc1ccnc(N2CCC3(CCCN(C)C3=O)C2)n1 (configuration not stated) | -4 | -4 | .
COc1ccccc1N=c1c([N+](=O)[O-])nn(-c2cccc(C)c2)n1O | -6 | -2 | -6
CCc1nc2ccc(C(=O)N3CCN(C)CC3)cn2c1N(C)C(=O)COc1ccccc1 | -3 | -7 | -2
COc1ccccc1OCC1CN(C(=O)C(Cc2ccccc2F)NC(C)=O)CCO1 (configuration not stated) | 4 | -8 | .
COCCN(Cc1c(-c2cccc(C)c2)noc1N1CCCC1)C(=O)c1cccs1 | 1 | -3 | -4
CCOc1ccc(S(=O)(=O)N2CCN(C(=O)c3ccc4c(c3)OCCO4)CC2)cc1OCC | 3 | -3 | .
Cc1ccc(-n2nnnc2N(C)CC2CC2)cc1 | -6 | 3 | .
CCCCc1nc(N2CCN(C(=O)c3cccc(Br)c3)CC2)c2c(-c3ccc4ccccc4c3)noc2n1 | 15 | -8 | -7
O=C(Nn1ccc2c(nnc3c(-c4ccccc4)cnn32)c1=O)c1ccncc1 | 1 | -7 | .
CCCCc1ncc(-c2nccn2CCc2ccccn2)[nH]1 | 2 | 4 | .
NC(=O)CCCn1cc(N)cn1 | 0 | -1 | .
Cc1ncc(C)c(NCc2cccnc2Oc2ccc(C)c(F)c2F)n1 | . | -4 | -1
Cc1cc(C)c(NC(=O)CN(C)Cc2ccno2)c(C)c1 | -5 | -10 | .
Cc1ccsc1CN(Cc1ccc2c(c1)OCO2)C(=O)CN(C1CCCCC1)S(=O)(=O)c1ccc(Cl)cc1 | 8 | 2 | -2
COc1cccc(CCC2CCCN(S(=O)(=O)c3cccnc3)C2)c1 (configuration not stated) | 17 | -9 | -14

Given with two lines to a compound: entries from further up.
Order of results: NPYLR7 agonist | hcGAS lum | mcGAS lum
> CCNc1ccnc(N2CCC3(CCCN(C)C3=O)C2)n1 (configuration not stated)
  -4 | -4 | .
> COc1ccccc1N=c1c([N+](=O)[O-])nn(-c2cccc(C)c2)n1O
  -6 | -2 | -6
> CCc1nc2ccc(C(=O)N3CCN(C)CC3)cn2c1N(C)C(=O)COc1ccccc1
  -3 | -7 | -2
> COc1ccccc1OCC1CN(C(=O)C(Cc2ccccc2F)NC(C)=O)CCO1 (configuration not stated)
  4 | -8 | .
> COCCN(Cc1c(-c2cccc(C)c2)noc1N1CCCC1)C(=O)c1cccs1
  1 | -3 | -4

Further entries follow:
SMILES | NPYLR7 agonist | hcGAS lum | mcGAS lum
CCC1SC(c2cc(OC)ccc2OC)N(CCN(C)C(=O)Nc2ccccc2OC)C1=O (configuration not stated) | 11 | -7 | -6
O=C1c2ccccc2C(=O)N1CSc1ccccc1 | 3 | -7 | -8
Cc1nnc(SCC(=O)Nc2sccc2C(N)=O)[nH]c1=O | 7 | 1 | .
CC(C)c1nsc(N2CC3CCCC3C2)n1 (configuration not stated) | 9 | -5 | .
CC[C@H](O)[C@@H]1N(C(C)=O)C2CCC1(O)CC2 | 0 | 6 | -1
CN(C)CCNC(=O)CC1(C)N=C(c2ccc(-c3ccccc3)cc2)N(C)O1 (configuration not stated) | 5 | -4 | .
Nc1nc(NCc2ccccc2)nc(-c2cccc(F)c2F)n1 | 3 | 3 | .
C=CCn1c(SCc2cccc(F)c2F)nnc1-c1ccc(F)cc1 | . | -4 | -4
COc1ccc2nc(N(Cc3ccccc3)C(=O)c3ccc(S(=O)(=O)N(C)C)cc3)sc2c1 | -5 | -1 | -3
COc1ccc(-c2nc3ccc(C)cn3c2NC(=O)c2ccccc2)cc1OC | -3 | -8 | -7
CCOc1ccccc1N1CCN(C(=O)c2cc(-c3ccccc3F)nn2-c2ccccc2Cl)CC1 | -6 | -15 | -5
CCOC(=O)C1=C(C)N=c2s/c(=C/c3ccccc3)c(=O)n2C1c1ccccc1 (configuration not stated) | 11 | -3 | -5
Cc1nc2cc(OCc3cc(C(=O)N4CCN(C)C(c5ccccc5)C4)no3)ccc2s1 (configuration not stated) | 5 | -9 | .
COCc1ccc(C(=O)N2CCCC(N3CCN(c4ccc(F)cc4)CC3)C2)o1 (configuration not stated) | -1 | -4 | -4
CCOc1ccc(C(=O)Oc2cc(N)n(S(C)(=O)=O)n2)cc1 | 1 | -6 | .
Cc1cc(C)n(-c2ccc(Cc3nc4ccsc4c(=O)[nH]3)cc2)n1 | 10 | -12 | .
Cn1nc(C2CC2)cc1NC(=O)C1(C)CCN1C(=O)CC(c1ccccc1)c1ccccc1 (configuration not stated) | -4 | 2 | 0
COc1ccc(CN2CCC(C(=O)NC(C)c3ccc(OC)c(OC)c3)CC2)cc1 (configuration not stated) | 8 | -3 | -4
CCOC(=O)C1CCCN(C(=O)c2cnn(-c3ccccc3C)c2C)C1 (configuration not stated) | -10 | -1 | -2
Cn1ccnc1C(NC(=O)CC1CCCC1)c1ccc(Cl)cc1 (configuration not stated) | 2 | -10 | .
O=C(NCCn1ncc2c(N3CCCC3)ncnc21)c1cccs1 | 1 | -11 | -7
CCc1cccc2c(C(CC(=O)NCc3ccc(F)cc3)c3ccc(Cl)c(Cl)c3)c[nH]c12 (configuration not stated) | . | -3 | -4
Cc1ccc(NC(=O)C2(C)CCN2C(=O)Cc2ccccc2)cc1C (configuration not stated) | -3 | -5 | -4
CCOC(=O)N1CCN(C(=O)c2ccc(N3CCC(NCc4cccs4)CC3)cc2)CC1 | 0 | -8 | -19
Cc1nc2sc(C(=O)OCC(=O)NC(C)C(C)C)c(C)c2c(=O)[nH]1 (configuration not stated) | 1 | -2 | -6
COC(=O)CCC(=O)N1CCN2CCNC(=O)C2C1 (configuration not stated) | 3 | -8 | -8
Cc1cc2ncc(C#N)c(NC(=O)c3scnc3C)n2n1 | 1 | 1 | -5
Cc1cc(Cl)ccc1NCC(=O)Nc1cccc(F)c1 | 0 | -15 | -8
Cc1nc(Nc2ccc(O)cc2)c2cc(-c3ccccc3)sc2n1 | -15 | -3 | .
CC(C)(C)c1ccc(-c2nc(Cc3c(F)cccc3Cl)no2)cc1 | -9 | -5 | -4
N#Cc1c(N)c(C(=O)c2ccccc2)n2ccccc12 | -5 | -8 | -9
O=C(c1cccc2cc[nH]c12)N1CCN(Cc2cccc(-c3noc(-c4cccc(Cl)c4)n3)c2)CC1 | 25 | -3 | -7
O=C(NCCCc1nc2ccccc2[nH]1)C12CC3CC(CC(C3)C1)C2 | 0 | -7 | -8
Cc1ccc(C(=O)Nc2ccc(SCC(=O)N3CCCC3)nn2)cc1 | 6 | -5 | -5
CCc1nc(C)cc(N2CCN(Cc3cccc(C)c3)C(=O)C2)n1 | 10 | -4 | -17
O=C(c1cc2n(n1)CCN(Cc1ccccc1F)C2=O)N1CCN(c2cccc(C(F)(F)F)c2)CC1 | 8 | -2 | -6
CC(C)C(NC(=O)Cn1c(=O)c(C#N)c2n(c1=O)CCC2)c1ccc2c(c1)OCCCO2 (configuration not stated) | 4 | -7 | -17
CSc1ccccc1CNC(=O)C1(C)CCCN1CC(C)C (configuration not stated) | 4 | -11 | -8
CCOc1ccc(C(=O)Nn2cnc3c(cnn3C(C)(C)C)c2=O)cc1 | 7 | -13 | .
CCc1cc(C(=O)NCc2c(C)ncc3c2CCN(C(=O)/C=C/c2cccc(F)c2)C3)n(C)n1 | 28 | -4 | -10
CCOC(=O)c1csc(CSc2nnc(-c3ccc(F)cc3)n2-c2ccccc2C)n1 | . | -1 | -1
CCc1ncc(C(=O)NCc2cccc(N3CCCCC3=O)c2)s1 | 4 | 3 | .
CCOC(=O)C1(C)CCCCN1C(=O)c1cccc(F)c1 (configuration not stated) | 3 | -13 | .
COc1ccc(C(=O)N2CCCC(OCc3cccc(Cl)c3)C2)cc1 (configuration not stated) | -7 | -7 | -6
Cc1ccc(NC(=O)C(C)Cn2nc(C)nc2C)cc1 (configuration not stated) | 2 | -7 | -10
CCc1nc(C#N)c(N2CCOCC2)o1 | 9 | -11 | .
CC(=O)N1CCC(N(C)Cc2nncn2C(C)C)CC1 | 4 | -2 | .
COC(=O)c1cccc(-c2cc(Cl)c3c(c2)CC(CNC(=O)CSc2ncccn2)O3)c1 (configuration not stated) | 1 | -6 | -11
CCCn1cc(NC(=S)NC2CC3CCC2C3)ccc1=O (configuration not stated) | 9 | -6 | .
O=C(NC(NC(=O)c1ccco1)c1cccc([N+](=O)[O-])c1)c1ccco1 | 0 | -7 | -6
Cc1nn(C)c(Cl)c1S(=O)(=O)N1CCC(CO)(CCc2ccccc2)CC1 | -5 | 0 | -3
Cc1cn2c3c(=O)n(CCN4CCCCC4)c(=O)n(C)c3nc2n1C(C)C | 10 | -7 | .
O=C(c1cn(C2CCCCCC2)nn1)N1CCc2c(Cl)cccc2C1 | 5 | 2 | .
CCCCCCCCCCCCCC(=O)Nc1ccc(N2CCC(C)CC2)c(C(=O)NCCN(CC)CC)c1 | . | -1 | -4
CN(C)Cc1cccc(NC(=O)C2(c3ccc(F)cc3)CCC2)c1 | 2 | -14 | .
COc1ccc(CN(Cc2ccco2)C(=O)c2cccc(C(F)(F)F)c2)cc1OS(C)(=O)=O | . | -5 | -4
Cc1noc(-c2ccc(C(C)(C)C)cc2)c1C(=O)NCCCN(C)c1ccccc1 | -2 | -2 | -6
O=C(NC1CCSc2ccccc21)C1=COCCO1 (configuration not stated) | 0 | -10 | .
Cc1ccccc1OCCSc1nc2ccccc2n1C | -10 | -8 | -9
CCOC(=O)c1[nH]c(C)c(C(=O)OCC(=O)N(C)C)c1C | 5 | -6 | .
CC1CN(c2nc(-c3ccccc3)nc3c2CN(C(=O)Cc2ccc(F)cc2)CC3)CC(C)O1 (configuration not stated) | 18 | -2 | -5
N#Cc1ccc(CN2CCC3(CC2)CC3c2nc(-c3cccnc3)no2)cc1 (configuration not stated) | -1 | 4 | .
CCn1ccnc1CN(C)CC(=O)Nc1ccc(Cl)cc1F | 7 | -3 | .

The order is random, and some 0.27% of all compounds hit somewhere here.
